M1 PAM = potentiates human M1 receptor response to acetylcholine | activation, % at 3 µM | P11229 | AID 588819 | CHO-K1 hM1, Fluo-8 calcium fluorescence, ACh EC20; 0% = ACh EC20, 100% = maximal ACh | 360,000 tested, 0.088% active; in the data active = activation above about 19%, passing the limit was not always enough
Target sequence (P11229 whole entry, looked up): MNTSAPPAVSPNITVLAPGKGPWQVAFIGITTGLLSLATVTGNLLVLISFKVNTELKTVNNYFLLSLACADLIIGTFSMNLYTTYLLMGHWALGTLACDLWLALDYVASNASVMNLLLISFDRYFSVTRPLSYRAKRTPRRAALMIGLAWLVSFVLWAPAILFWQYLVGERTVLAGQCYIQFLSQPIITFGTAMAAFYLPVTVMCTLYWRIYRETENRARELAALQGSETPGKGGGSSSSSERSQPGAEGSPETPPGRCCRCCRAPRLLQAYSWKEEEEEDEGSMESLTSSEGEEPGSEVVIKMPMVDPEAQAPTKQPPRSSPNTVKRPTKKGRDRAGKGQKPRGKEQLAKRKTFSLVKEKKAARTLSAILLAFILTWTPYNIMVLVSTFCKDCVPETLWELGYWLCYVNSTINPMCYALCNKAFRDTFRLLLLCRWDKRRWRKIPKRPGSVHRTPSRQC
CHO-K1 Ca antag = counter-screen for M1 antagonists: effect in parental CHO-K1 cells | ATP-induced calcium, Fluo-8 fluorescence | inhibition, % at 3 µM | 360,000 tested, 0.6% active;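 active = inhibition above a per-plate cutoff, the plate's mean sample inhibition plus 3 SD, cut at about 24% in these data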;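 note: 0% = DMSO plus EC80 ATP and 100% = DMSO alone without ATP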
CHRM4 agonist = agonists of human muscarinic M4 receptor (CHRM4) | P08173 | CHO-K1 hM4/Gqi5, Fluo-8 calcium fluorescence; vehicle 0%, full acetylcholine response 100% | activation, % at 3 µM | 360,000 tested, 0.14% active | AID 624127;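 active = activation above the run mean over all test wells plus 3 SD, cut at about 32% in these data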;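 note: peak over basal fluorescence ratio per well then scaled between controls; 0% = DMSO wells and 100% = acetylcholine at EC100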
Target sequence (P08173 whole entry, looked up): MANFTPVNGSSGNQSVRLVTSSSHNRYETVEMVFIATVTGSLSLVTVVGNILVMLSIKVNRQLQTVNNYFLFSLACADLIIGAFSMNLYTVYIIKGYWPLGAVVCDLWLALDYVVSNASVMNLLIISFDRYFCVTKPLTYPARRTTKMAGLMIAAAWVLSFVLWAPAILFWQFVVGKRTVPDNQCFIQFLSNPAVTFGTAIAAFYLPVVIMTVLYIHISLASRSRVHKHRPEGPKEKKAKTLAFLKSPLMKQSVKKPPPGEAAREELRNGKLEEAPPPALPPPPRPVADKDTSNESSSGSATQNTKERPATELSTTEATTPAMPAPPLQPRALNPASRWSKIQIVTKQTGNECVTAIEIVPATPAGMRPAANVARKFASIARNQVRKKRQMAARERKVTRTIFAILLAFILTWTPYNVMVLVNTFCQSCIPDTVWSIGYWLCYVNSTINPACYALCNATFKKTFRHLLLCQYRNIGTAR
CHO parental Ca = counter-screen for OX1R antagonists: effect in parental CHO cells; AID 463079; 330,000 tested, 0.63% active; parental CHO-K1, ATP-induced calcium, Fluo-8 fluorescence; inhibition, % at 5.6 µM;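 active = inhibition above that plate's mean sample inhibition plus 3 SD, cut at about 26% in these data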;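 note: 0% = ATP-challenged DMSO wells and 100% = DMSO wells without ATP; some compounds past the cut are filed as inactive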
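Assay system: parental CHO cells; Read-out basis: percent inhibition of ATP-evoked calcium rise, normalized to controls; Benchmarks: ATP and no-ATP DMSO wells; Compound dosing: single nominal dose of 5.6 µM per compound; Signal: Fluo-8 calcium dye fluorescence; Also added: ATP as calcium-mobilizing challenge; Repeats: singlicate.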
OXTR potentiator = human OXTR potentiation; P30559; 320,000 tested, 0.061% active; CHO-OTR cells, Fluo-8 calcium fluorescence, potentiator mode; 0% = oxytocin EC15, 100% = EC100; activation, % at 3 µM;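 active = activation above that plate's cutoff, the mean activation of tested compounds plus 3 SD, cut at about 6.6% in these data, passing the limit was not always enough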;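 note: 100% uses oxytocin at 75 nM as the full agonist control; some results filed as inactive read as strong as hits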
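System: human OTR in CHO cells; Also added: sub-maximal oxytocin, roughly EC15; Timing: compound 6 min at room temperature before oxytocin, 100 s read; Technique: Fluo-8 intracellular calcium fluorescence, ex 470-495, em 515-575 nm; Controls: oxytocin EC15 low and EC100 high; Replication: singlicate.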
M4 antag = CHRM4 antagonism in calcium assay; 360,000 tested, 0.73% active; CHO-hM4 cells, ACh EC80, Fluo-8 calcium fluorescence; inhibition, % at 3 µM; P08173;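 active = inhibition above its plate's cutoff, the mean inhibition of sample wells plus 3 SD, cut at about 27% in these data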;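 note: 0% = acetylcholine EC80 with DMSO and 100% = DMSO without agonist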
M1 antag = human CHRM1 antagonism. inhibition, % at 3 µM. AID 588852. 360,000 tested, 1.3% active. CHO-K1 hM1, Fluo-8 calcium fluorescence, ACh EC80 antagonist;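 active = percent inhibition above its own plate's cutoff, namely the mean of that plate's compound wells plus 3 SD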;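 note: peak over basal fluorescence ratio during 140 s after agonist addition; 0% = ACh EC80 plus DMSO and 100% = DMSO alone without agonist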
CHRM1 agonist = human M1 muscarinic receptor agonism. 360,000 tested, 0.33% active. CHO-K1 hM1, Fluo-8 calcium fluorescence, agonist mode; 0% DMSO, 100% acetylcholine EC100. activation, % at 3 µM. P11229;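 active = activation above the run's mean compound activation plus 3 SD, cut at about 16% in these data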;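 note: peak over basal fluorescence ratio within a 140 s kinetic read after compound addition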
CHO-K1 Ca ag = M1 agonist counterscreen hit in parental CHO-K1 cells; 360,000 tested, 0.48% active; activation, % at 3 µM; AID 602248; Fluo-8 calcium fluorescence; scaled to maximal ATP response, vehicle zero; in the data active = activation above about 15%;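 note: untransfected CHO-K1 host cells lacking M1 receptor as counterscreen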
* = called active by the depositor; · = not tested or not shown.

SMILES | M1 PAM | CHO-K1 Ca antag | CHRM4 agonist | CHO parental Ca | OXTR potentiator | M4 antag | M1 antag | CHRM1 agonist | CHO-K1 Ca ag
Cc1ccc(S(=O)(=O)N2CCC(C(=O)N3CCN(c4ccccn4)CC3)CC2)cc1 | 4 | -12 | 6 | 5 | -6 | 7 | -13 | -5 | 2.5
Cc1cc(C)cc(OCCCCCNCCO)c1 | 14 | -25 | 0 | -4 | -3 | 4 | -7 | -6 | 0.2
CCOC(=O)C1CCN(C(=O)CN2C(=O)c3ccccc3Sc3ncccc32)CC1 | 8 | 3 | 1 | -16 | -8 | -1 | -6 | 2 | 6.2
Clc1ccccc1Oc1cnc2ccccc2n1 | 0 | -2 | -1 | -6 | 8 | 25 | 1 | -6 | 0.2
Cc1ccc2cccc(N)c2n1 | -3 | -10 | 15 | -6 | 1 | 8 | 14 | -5 | 5.1
CC1CCC(C(C)C)C(OC(=O)COC(=O)c2ccc(N)cc2)C1 (stereo not given) | 7 | -7 | 1 | -2 | -10 | 6 | -5 | -8 | 1.1
N=c1n(CC(=O)c2cccc([N+](=O)[O-])c2)c2ccccc2n1Cc1ccccc1 | 2 | -1 | 2 | 1 | -6 | 3 | -4 | -5 | 0.5
COc1ccnc(Oc2ccc(F)cc2)c1C(=O)N/C=N/OCc1cccc(F)c1 | 2 | 9 | 5 | -2 | -10 | -5 | -7 | -1 | 0.6
COc1cccc(NC(=O)CSc2nnnn2C(C)C)c1 | 9 | -15 | 2 | -7 | -9 | 2 | -27 | -1 | 0.6
Cc1ccccc1OCC(=O)OCC(=O)NC12CC3CC(CC(C3)C1)C2 | 11 | 19 | 0 | · | · | 1 | -16 | -3 | -0.1
COc1ccc(S(=O)(=O)NCCSCc2ccco2)cc1 | 4 | 28* | 1 | 11 | -11 | 11 | 4 | -3 | -0.4
COc1cccc(-c2cc(C(=O)Nc3cc(C)nn3-c3ccccc3)no2)c1 | 12 | -17 | 1 | -2 | -10 | -5 | -14 | -2 | 0.3
CCOC(=O)C1=C(COC(=O)CCOc2cc(C)ccc2C)NC(=O)NC1C (stereo not given) | -1 | -5 | 7 | -29 | -3 | 1 | 4 | -2 | 1.3
c1ccc2c(c1)nc1n2CCC1 | 16 | -8 | 0 | · | · | -8 | -5 | 3 | -0.2
CCN(c1ccccc1C)S(=O)(=O)c1cc2c3c(c1)CCN3C(=O)CC2 | 5 | -13 | 1 | -10 | -5 | 0 | -5 | -3 | 1.0
O=C(NC1=NCCS1)C1COc2ccccc2O1 (stereo not given) | 3 | -9 | 0 | -1 | -8 | 4 | -27 | -3 | 0.7
CCN(CC)Cc1c(C(=O)N/N=C/c2cccc(OCc3cccc(Cl)c3)c2)nnn1-c1nonc1N | 0 | -16 | 1 | -8 | -8 | 2 | 1 | -2 | 0.8
O=C(NCc1nnc(SCC(=O)N2CCCCCC2)o1)c1ccco1 | 3 | -7 | 0 | -8 | -7 | 2 | -4 | -3 | -0.2
O=C(NC(=S)Nc1ccc2oc(-c3cccnc3)nc2c1)c1cccc(Cl)c1 | 5 | -6 | 1 | -10 | -5 | 2 | -8 | -2 | -0.1
Nc1nonc1/C(=N/O)N1CCCC1 | 9 | -2 | 0 | -13 | -16 | 3 | -8 | -4 | 0.7
Cc1cc(N2C(=O)c3ccc(C(=O)NCc4ccccc4)cc3C2=O)no1 | 6 | -18 | 0 | -14 | 2 | 5 | -11 | -4 | 0.1
C[C@@H]1CN([C@@H](C)CO)S(=O)(=O)c2ccc(Br)cc2O[C@H]1CN(C)C(=O)CN(C)C | -5 | 10 | 2 | · | · | -2 | 6 | -2 | 0.1
CC1=C(Cl)C2=NS(=O)(=O)CCN2C=C1Cl | 2 | -13 | 1 | -8 | -8 | 0 | 1 | -2 | 0.7
CC(C)c1cccc(C(C)C)c1NC(=O)CNCC(O)c1ccccc1 (stereo not given) | -6 | -3 | 16 | -33 | -16 | -4 | 14 | -1 | 6.0
COC(=O)[C@H](C)[C@@H]1C[C@@]1(C)[C@@H](NC(=O)OCc1ccccc1)c1ccccc1 | 3 | 5 | 4 | -16 | -4 | -12 | 12 | -6 | -1.2
CC1(C(=O)Nc2ccc3c(c2)OCCO3)CCC(=O)N1C1CC1 (stereo not given) | 4 | 9 | 1 | · | · | -4 | -4 | -1 | 0.3
Cc1cccc(OCC(=O)Nc2ccccc2N2CCN(C)CC2)c1 | -17 | -6 | 2 | -30 | -9 | -5 | 13 | -12 | 0.7
COc1ccc(N(C(=O)c2ccc3c(c2)OCO3)C2C=CS(=O)(=O)C2)c(OC)c1 (stereo not given) | 8 | -17 | 0 | -10 | -3 | 8 | -6 | -2 | 2.9
Nc1ccc(S(=O)(=O)Nc2nccc(/C=C/c3cccc([N+](=O)[O-])c3)n2)cc1 | 4 | 3 | 0 | · | · | -3 | -9 | -2 | 5.0
CCOC(=O)c1cc(=O)c2ccc(OCC(=O)Nc3ccccc3)cc2o1 | -1 | -4 | 5 | 11 | -8 | 4 | 4 | 1 | 2.8

Profiles, looked up by structure. Order of screens: M1 PAM	CHO-K1 Ca antag	CHRM4 agonist	CHO parental Ca	OXTR potentiator	M4 antag	M1 antag	CHRM1 agonist	CHO-K1 Ca ag
Entry for C[C@@H]1CN([C@@H](C)CO)S(=O)(=O)c2ccc(Br)cc2O[C@H]1CN(C)C(=O)CN(C)C : -5	10	2	·	·	-2	6	-2	0.1
Entry for COc1ccc(N(C(=O)c2ccc3c(c2)OCO3)C2C=CS(=O)(=O)C2)c(OC)c1 (stereo not given) : 8	-17	0	-10	-3	8	-6	-2	2.9
Entry for CCOC(=O)c1cc(=O)c2ccc(OCC(=O)Nc3ccccc3)cc2o1 : -1	-4	5	11	-8	4	4	1	2.8

Further structures.
SMILES | M1 PAM | CHO-K1 Ca antag | CHRM4 agonist | CHO parental Ca | OXTR potentiator | M4 antag | M1 antag | CHRM1 agonist | CHO-K1 Ca ag
C=CCc1ccc(OCCCN2CCCC(C)C2)c(OC)c1 (stereo not given) | -1 | -4 | 1 | 0 | -5 | 8 | -4 | -6 | 0.4
CCc1cccc(CC)c1NC(=S)NCCc1ccc(O)c(O)c1 | 7 | 0 | 0 | 6 | -5 | 9 | 3 | 3 | 0.9
Cc1ccccc1CN1C(=O)c2ccccc2S1(=O)=O | -2 | -15 | 3 | -2 | -6 | 2 | 0 | -10 | 1.3
CCOC(=O)C1C(c2cc(OC)c(O)c(OC)c2)NC(=S)NC1(O)C(F)(F)F (stereo not given) | 2 | -5 | 1 | 8 | -5 | -1 | 2 | -5 | 0.7
Cc1ccc(NC(=O)CCOc2ccccc2C)cc1C | 4 | -11 | 0 | -17 | -5 | -4 | -1 | -6 | 0.8
Cn1cnc([N+](=O)[O-])c1Nc1cccc(O)c1 | 14 | -9 | 1 | -9 | -5 | 0 | -14 | -2 | 0.4
Cc1ccccc1C(=O)N1CCc2c([nH]c3ccccc23)C1C(F)(F)F (stereo not given) | 5 | -18 | 4 | -19 | -9 | 0 | -8 | -5 | 2.1
Cc1ccc(NC(=O)NCCc2ccc(S(N)(=O)=O)cc2)cc1 | 8 | -9 | 0 | 1 | -7 | 1 | -15 | -2 | -0.3
CCOC(=O)C1CCN(C(=O)COc2ccc(S(=O)(=O)N3CCOCC3)cc2C)CC1 | 9 | -15 | 4 | -6 | -3 | 1 | -10 | -5 | 3.1
S=C(NCCN(C1CCCCC1)C1CCCC1)Nc1cccc(Cl)c1 | -12 | 6 | 8 | 0 | -7 | 12 | 21 | -6 | 2.6
COc1ccc(Cl)cc1C(=O)OCC(=O)Nc1cccnc1Cl | 9 | 2 | 3 | -14 | 4 | -5 | -2 | 1 | 0.1
COc1ccc(C(=O)CCC(=O)Nc2cccnc2)cc1 | 5 | -4 | 1 | -15 | 2 | -4 | -3 | -2 | 0.3
CC(C)COc1ccc(Br)cc1CNC(C)(C)C | 3 | -11 | 2 | -4 | 1 | 4 | -4 | -5 | 2.7
CCc1c(C)nc2c(-c3ccccc3)c(C)[nH]n2c1=O | 11 | 0 | -1 | · | · | 0 | -2 | 0 | -0.3
Fc1cccc(Nc2nc(Cl)nc(Cl)n2)c1 | 1 | -9 | 1 | -11 | -3 | -2 | -6 | -3 | 0.2
CC(=O)Nc1ccc(S(=O)(=O)N2CCN(C34CC5CC(CC(C5)C3)C4)CC2)cc1 | 7 | -7 | 1 | -7 | 0 | -3 | -9 | -7 | 0.3
C[C@@H]1O[C@H](C2CC2)Cc2[nH]c(=S)[nH]c(=O)c21 | · | -18 | 0 | · | · | 7 | · | · | 0.1
C[C@@H](NC(=O)c1cc2c([nH]c3ccccc32)c(-c2ccccc2)n1)C(=O)O | 3 | -13 | 0 | -12 | -1 | 5 | -2 | 0 | 0.0
CCS(=O)(=O)N1CCC(C(=O)NCCCN2CCCC2)CC1 | 9 | -10 | 2 | -9 | -3 | -9 | -26 | -6 | 0.1
CCCCNC(=S)N(C)/N=C/c1c(F)cccc1F | -1 | -4 | -1 | -16 | -1 | 3 | 1 | -5 | -0.2
O=C(c1ccco1)N1CCCC(Nc2ccc3c(c2)OCCO3)C1 (stereo not given) | 6 | -6 | 1 | -9 | -3 | 12 | -4 | -3 | 0.6
COc1ccc(NC(=O)CSc2n[nH]c(-c3ccco3)n2)cc1 | 5 | -21 | 0 | -2 | 3 | -18 | -2 | -1 | -0.1
CC(=O)c1ccc2noc(-c3ccc(C)cc3)c2c1 | -3 | -6 | 1 | -15 | 0 | -10 | 5 | -1 | -0.3
CCN(C(=O)COC(=O)/C=C/c1ccc(F)cc1)C1CCCCC1 | 4 | -18 | 1 | -20 | 5 | -7 | -15 | -8 | -1.0
Cc1ccc(-c2csc3ncn(CC(=O)OC(C)C)c(=O)c23)cc1 | 2 | -7 | 6 | -12 | 7 | 8 | 3 | -5 | 1.9
COC(=O)c1c(-c2ccccc2OC)sc2ccccc12 | 5 | -9 | -2 | -28 | -5 | 0 | -5 | -6 | 1.6
Cc1cccc(OCC(=O)Nc2ccccc2N2CCCCC2)c1C | 2 | -16 | -1 | -49 | -9 | -17 | -7 | -5 | -0.2
Cc1ccccc1NC(=O)Nc1ccc2c(c1)CCC2 | 5 | -22 | 1 | -5 | 7 | -9 | -11 | -2 | 0.5
O=C(Oc1c(CN2CCOCC2)cc(Cl)c2cccnc12)c1ccccc1F | -6 | 17 | 1 | -15 | -6 | 14 | 24 | -7 | 0.3
Cc1ccc(C(=O)NCCN2CCNC2=O)cc1 | 0 | -8 | 0 | -4 | -5 | 1 | 9 | -3 | 0.7
CC(OC(=O)Cn1cnc2c1c(=O)n(C)c(=O)n2C)C(=O)NC1(C#N)CCCCC1 (stereo not given) | 5 | 9 | 0 | · | · | -3 | -5 | -3 | 6.6
O=C(CNC(=O)c1cccs1)NCC(=O)OCc1ccc(Cl)cc1Cl | 9 | -7 | 0 | -15 | -2 | 7 | -8 | -2 | 0.3
C=Cn1cc[n+](CC(=O)c2ccc(Br)s2)c1 | -11 | 10 | 1 | -3 | -12 | 26 | 15 | -10 | -0.3
CC(Nc1nc(N2CCN(CCO)CC2)nc2ccccc12)c1ccccc1 (stereo not given) | 6 | -7 | 1 | 4 | 3 | -4 | -2 | -5 | -0.9

Compound activity deposited in PubChem BioAssay by The Scripps Research Institute Molecular Screening Center.
